WT yeast gro inh: growth inhibition of WT yeast, mitochondrial fusion screen; inhibition, % at 10 µM; mitochondrial fusion phenotypic screen, WT strain; 190,000 tested, 2.1% active; in the data active means inhibition above about 58%; tested in S. cerevisiae
XIAP antagonists: XIAP antagonists, biochemical, IAP family, fluorescence polarization (AID 1018). displacement, % at 20 µM, or IC50 in µM where a hit was titrated. 200,000 tested, 0.007% active. XIAP BIR domain, fluorescence polarization peptide displacement; higher % means a stronger effect; in the data active means displacement above about 50%; further: a part of the inactive calls stands beside numbers as strong as those of hits
TNAP activation fold: stimulation of alkaline phosphatase TNAP activity – biochemical, luminescent, no phosphate acceptor, uHTS, primary screen (AID 1001); purified TNAP, luminescent activation assay, no phosphate acceptor; higher activation fold means a stronger effect; activation fold at 20 µM, or EC50 in µM where a hit was titrated; 200,000 tested, 0.03% active; in the data active means activation fold from about 3, or a potency from the dose series; inactive means the rest, 99 in 100 with activation fold below about 1.6; further: many of its hits are not listed in these tables
human PMI inhibition: inhibitors of human PMI, primary screen, biochemical, fluorescence intensity, coupled assay (AID 1209); purified PMI enzyme, coupled fluorescence intensity; higher % means a stronger effect; inhibition, % at 20 µM; hits with a dose series show IC50 in µM; 190,000 tested, 0.42% active;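 further: plate controls were DMSO vehicle for no effect and wells lacking substrate for full effect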
M1AAP inhibition: malaria alanyl aminopeptidase activity blockers – biochemical, fluorogenic H-Leu-NHMec substrate, 1536-well (AID 1445); recombinant M1AAP, H-Leu-NHMec fluorogenic kinetic assay; higher % means a stronger effect; inhibition, % at 30 µM; hits with a dose series show IC50 in µM; 220,000 tested, 0.42% active;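 active means primary inhibition above the hit cutoff, then over 50% inhibition at one or more dose response concentrations, cut at about 23% in these data, passing the limit was not always enough; inconclusive means conflicting primary data, or primary hits not chosen for dose response; inactive means low primary inhibition, or under 50% at every dose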;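 further: plate controls were DMSO full reaction for no effect and no enzyme background for full effect; strong numbers were not always called active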
Yfh1-depleted yeast: enhancers of respiration in Yfh1-depleted yeast, dose response, Friedreich's ataxia, plus single-dose screen (AID 1465); S. cerevisiae Yfh1-off respiration, WST-1 reduction, 72 h; higher fold induction means a stronger effect; fold induction at 50 µM; hits with a dose series show EC50 in µM; 220,000 tested, 0.074% active;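 active means fold induction of absorbance versus untreated yeast above a set limit, then at least 30% activation at any dose in follow-up; inconclusive means repeats straddling the limit, or above it without dose testing; inactive means fold induction below the set limit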;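 further: activators that raise dye reduction in frataxin-depleted yeast; strong numbers were not always called active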
M17LAP inhibition: P. falciparum M17LAP inhibitors, primary screen, biochemical, fluorogenic H-Leu-NHMec substrate, 1536-well (AID 1619). recombinant M17LAP, H-Leu-NHMec fluorogenic kinetic assay; higher % means a stronger effect. inhibition, % at 30 µM; hits with a dose series show IC50 in µM. 220,000 tested, 0.38% active;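 active means compound inhibiting the enzyme by more than half at any dose during confirmatory dose-response retesting; inconclusive means strong single-dose inhibitors picked by rank but not retested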;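 further: plate controls were full reaction with DMSO carrier for no effect and no enzyme background for full effect; strong numbers were not always called active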
human PMI inhibitors: human PMI inhibitors, high substrate, primary screen, biochemical, fluorescence intensity, high mannose 6-phosphate (AID 1220) | inhibition, % at 20 µM, or IC50 in µM where a hit was titrated | 190,000 tested, 0.66% active | recombinant PMI enzyme, coupled fluorescence intensity; higher % means a stronger effect
LYP inhibition: inhibitors of LYP phosphatase, biochemical, fluorescence intensity, uHTS (AID 1779). recombinant LYP phosphatase, fluorescence intensity; higher % means a stronger effect. 290,000 tested, 0.054% active. inhibition, % at 11.5 µM; hits with a dose series show IC50 in µM;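 further: plate controls were vehicle with enzyme for no effect and no enzyme for full effect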
WT yeast gro inh mutant strain: recorded beside WT yeast gro inh, whose call it bears; inhibition, %; mitochondrial fusion phenotypic screen, mutant strain inhibition
Active calls of the source: *; i = inactive; ? = inconclusive; / = not tested or not shown. Unless noted, no stated cut-off is given here; in the data, active means inhibition above about 50%; inactive means the rest.

1	O=C(COC(=O)CCN1C(=O)c2cccc([N+](=O)[O-])c2C1=O)NC1CCS(=O)(=O)C1 (stereo not given)
2	O=C(CCC1CCCN(Cc2ccc3c(c2)CCO3)C1)NCc1ccc(F)c(F)c1 (stereo not given)
3	O=C(NC1(C(F)(F)F)N=C2SCCN2C1=O)c1cccnc1 (stereo not given)
4	COc1ccc2[nH]c(C(=O)Nc3ncc(C)cc3Br)cc2c1
5	O=C(NCc1ccoc1)c1ccc(NC(=O)c2ccccc2Cl)cc1
6	CN(C)CCCNC(=O)/C(=C\C=C\c1ccccc1)NC(=O)c1ccc([N+](=O)[O-])cc1
7	Cc1ccc(/C=N/NC(=O)CSc2nc3ccccc3n2Cc2ccccc2)o1
8	Cc1ccccc1Oc1ccc(-c2nc(N)nc(N)n2)cc1
Compound	1	2	3	4	5	6	7	8
WT yeast gro inh	-18.9	-9.2	-7.1	/	6.0	/	-7.0	-11.5
WT yeast gro inh mutant strain	6.4	-2.6	-3.5	/	4.4	/	-4.5	4.7
XIAP antagonists	-7.6%	-3.5%	-19.8%	/	-5.2%	/	-2.2%	0.4%
TNAP activation fold	1.1	1	1	/	1	/	1.2	1.1
human PMI inhibition	-15.5%	5.4%	-14.9%	/	-1.2%	/	21.1%	23.2%
M1AAP inhibition	3.1%	16.8%	6.0%	7.9%	-1.8%	8.1%	-1.1%	-0.8%
Yfh1-depleted yeast	i	i	i	i	i	i	/	i
M17LAP inhibition	11.2%	-6.8%	0.6%	1.9%	7.0%	35.5%	-0.5%	0.8%
human PMI inhibitors	-4.4%	-4.5%	-10.1%	/	-3.1%	/	24.6%	19.7%
LYP inhibition	-2.3%	-2.4%	-5.2%	-1.2%	-9.6%	1.0%	-4.1%	-5.6%

9	COc1ccc(OC)c(NC(=O)c2ccc(CN3CCOCC3)cc2)c1
10	C/C(=N\Nc1ccc(Cl)c(C(=O)O)c1)c1ccccn1
11	CC1CC(C(F)(F)C(F)(F)F)n2nc(C(=O)O)cc2N1 (stereo not given)
12	CC(=O)NCCn1c(SCC#N)nc2ccccc2c1=O
13	Cc1cccc2sc(NS(C)(=O)=O)nc12
14	CC(C)c1ccc(CNc2nc3nc4c(c(=O)n3[nH]2)CCC4)cc1
15	Cc1ccc(-c2nnc(N3CCN(C(=O)CN4CCOCC4)CC3)c3ccccc23)cc1
16	O=C(N/N=C/c1ccc(O)cc1)c1cc[n+](Cc2ccccc2)cc1
Compound	9	10	11	12	13	14	15	16
WT yeast gro inh	13.9	/	-5.8	-3.6	-12.6	1.9	-14.1	1.1
WT yeast gro inh mutant strain	16.2	/	-4.6	-6.0	2.0	-0.2	0.4	-9.5
XIAP antagonists	-0.2%	/	-11.8%	-6.0%	6.7%	0.3%	-3.2%	-2.0%
TNAP activation fold	1	/	1	1.1	1.1	1.1	1.1	0.9
human PMI inhibition	8.6%	/	11.2%	-4.4%	13.5%	-5.4%	7.2%	7.9%
M1AAP inhibition	5.5%	6.3%	4.9%	1.8%	3.7%	2.7%	1.9%	?
Yfh1-depleted yeast	i	i	/	i	i	i	i	i
M17LAP inhibition	-8.0%	11.8%	-4.6%	-7.2%	12.8%	1.7%	10.8%	25.4%
human PMI inhibitors	22.3%	/	14.0%	-4.2%	14.1%	1.9%	4.4%	-5.0%
LYP inhibition	-3.0%	0.3%	-6.4%	-12.8%	-8.6%	1.0%	2.2%	2.0%

17	Cc1oc(C(C)(C)C)cc1C(=O)N1CCN(c2ncccc2C(F)(F)F)CC1
18	CC1CC(C)CN(S(=O)(=O)c2ccc(NN)nc2)C1 (stereo not given)
19	Cc1onc(-c2c(Cl)cccc2Cl)c1C(=O)N=C(N)N1CC(C)OC(C)C1 (stereo not given)
20	CCc1nnc(NC(=O)C2CCCN(c3nc(C)cc(C)n3)C2)s1 (stereo not given)
21	CCCCNCCOCCOc1ccc(Cl)cc1Br
22	CCN1CCN(CCNC(=O)c2ccc(CS(=O)(=O)c3ccccc3C)o2)CC1
23	CCC(Sc1nc2cc(OC)c(OC)cc2c(=O)n1CCc1ccc(OC)c(OC)c1)C(=O)NCCOC (stereo not given)
24	Cc1ccc(CNC(=S)N2CCOCC2)cc1
Compound	17	18	19	20	21	22	23	24
WT yeast gro inh	/	/	/	-4.7	49.0	46.0	-7.6	-15.8
WT yeast gro inh mutant strain	/	/	/	-7.0	46.4	8.1	2.0	2.5
XIAP antagonists	/	/	/	-0.9%	3.2%	-7.1%	-4.5%	-5.8%
TNAP activation fold	/	/	/	1.1	1.2	1.1	1.1	1.1
human PMI inhibition	/	/	/	4.3%	-5.0%	-1.1%	-4.5%	-8.2%
M1AAP inhibition	-3.4%	1.1%	7.5%	3.6%	1.7%	2.8%	10.6%	-0.6%
Yfh1-depleted yeast	i	i	i	i	i	i	i	i
M17LAP inhibition	-2.6%	7.0%	-5.0%	4.9%	-8.8%	1.6%	4.4%	-6.1%
human PMI inhibitors	/	/	/	1.1%	-11.0%	-6.1%	-4.3%	-11.8%
LYP inhibition	3.6%	-1.0%	-0.6%	-7.2%	1.2%	-9.2%	-1.0%	1.6%

2 records drawn at random from those above:
14	CC(C)c1ccc(CNc2nc3nc4c(c(=O)n3[nH]2)CCC4)cc1
15	Cc1ccc(-c2nnc(N3CCN(C(=O)CN4CCOCC4)CC3)c3ccccc23)cc1
Compound	14	15
WT yeast gro inh	1.9	-14.1
WT yeast gro inh mutant strain	-0.2	0.4
XIAP antagonists	0.3%	-3.2%
TNAP activation fold	1.1	1.1
human PMI inhibition	-5.4%	7.2%
M1AAP inhibition	2.7%	1.9%
Yfh1-depleted yeast	i	i
M17LAP inhibition	1.7%	10.8%
human PMI inhibitors	1.9%	4.4%
LYP inhibition	1.0%	2.2%

The listing picks up; the 4 compounds before the break are reprinted first.
21	CCCCNCCOCCOc1ccc(Cl)cc1Br
22	CCN1CCN(CCNC(=O)c2ccc(CS(=O)(=O)c3ccccc3C)o2)CC1
23	CCC(Sc1nc2cc(OC)c(OC)cc2c(=O)n1CCc1ccc(OC)c(OC)c1)C(=O)NCCOC (stereo not given)
24	Cc1ccc(CNC(=S)N2CCOCC2)cc1
25	CCC(C(=O)O)n1nc(-c2ccccc2)c2cc(Cl)ccc21 (stereo not given)
26	CCN(CC)S(=O)(=O)c1ccc(C2=NOC3(C2)N(C)c2ccccc2C3(C)C)cc1 (stereo not given)
27	O=C1CC(c2ccco2)Cc2c1cnn2-c1nc2ccccc2s1 (stereo not given)
28	COc1ccc(CC(=O)Nc2ccc(C(=O)Nc3ccccc3C(=O)O)cc2)cc1OC
29	Cc1cccc(N2CCN(C(=O)C(Cc3ccccc3)n3cccc3)CC2)c1C (stereo not given)
30	O=C(NCc1cccnc1)c1cccs1
31	CCOC(=O)c1[nH]c(C)c(C(=O)c2ccc(C)cc2)c1C
32	COc1cccc(/C=N/n2cnc3cc(C)c(C)cc32)c1OC
Compound	21	22	23	24	25	26	27	28	29	30	31	32
WT yeast gro inh	49.0	46.0	-7.6	-15.8	6.4	16.3	6.4	-8.9	68.9*	-0.5	-5.6	/
WT yeast gro inh mutant strain	46.4	8.1	2.0	2.5	-18.6	24.6	0.0	-21.0	23.4*	-2.5	5.6	/
XIAP antagonists	3.2%	-7.1%	-4.5%	-5.8%	-2.1%	-6.6%	-2.3%	-2.3%	-2.0%	-4.0%	-1.8%	/
TNAP activation fold	1.2	1.1	1.1	1.1	1.1	1.1	1.2	1	1.2	1	1.2	/
human PMI inhibition	-5.0%	-1.1%	-4.5%	-8.2%	-12.0%	4.7%	15.4%	-3.9%	17.4%	6.6%	-7.9%	/
M1AAP inhibition	1.7%	2.8%	10.6%	-0.6%	8.2%	9.7%	2.0%	1.3%	12.3%	3.1%	-1.1%	0.0%
Yfh1-depleted yeast	i	i	i	i	i	i	i	i	i	i	i	i
M17LAP inhibition	-8.8%	1.6%	4.4%	-6.1%	31.3%	0.5%	14.0%	44.8%	-2.5%	10.0%	-2.1%	-4.7%
human PMI inhibitors	-11.0%	-6.1%	-4.3%	-11.8%	2.2%	12.6%	8.2%	-2.0%	15.0%	-1.3%	-5.2%	/
LYP inhibition	1.2%	-9.2%	-1.0%	1.6%	4.0%	-8.4%	-2.9%	5.1%	2.9%	-4.9%	2.6%	0.7%

33	Cc1ccc(OCC(=O)Nc2ccccc2-c2ccccc2)cc1
34	O=C(CSc1nccn1-c1ccccc1)NCc1ccc2c(c1)OCO2
35	O=c1nc(SCc2c(F)cccc2Cl)nc(-c2ccccc2)[nH]1
36	CC(=O)c1c(C)[nH]c(C(=O)Nc2ccc(C)c(C)c2)c1C
37	COc1cccc(C(=O)Nc2ccc(NC(=O)c3ccco3)cn2)c1
38	CN(C)C(=S)Nc1cccc(C(F)(F)F)c1
39	Cc1cc(CN2CCOCC2)c(O)c(C2(C)CCCCC2)c1
40	C[C@H](NC(=O)Nc1cccc(Br)c1)C(=O)O
Compound	33	34	35	36	37	38	39	40
WT yeast gro inh	14.1	-4.4	/	-30.7	12.5	/	85.3*	/
WT yeast gro inh mutant strain	4.6	4.8	/	-36.1	5.0	/	70.8*	/
XIAP antagonists	0.1%	-4.2%	/	-0.2%	-4.6%	/	0.7%	/
TNAP activation fold	1.1	1.1	/	1.2	1.1	/	1	/
human PMI inhibition	1.3%	4.9%	/	4.5%	9.5%	/	9.4%	/
M1AAP inhibition	9.0%	4.7%	6.0%	3.8%	4.2%	-3.2%	0.3%	0.9%
Yfh1-depleted yeast	i	i	i	i	i	i	i	i
M17LAP inhibition	4.8%	-0.5%	15.5%	-4.6%	-5.1%	-6.3%	-2.1%	12.8%
human PMI inhibitors	-1.7%	7.5%	/	0.9%	-0.6%	/	4.6%	/
LYP inhibition	-3.6%	2.3%	-3.6%	-1.4%	-7.9%	-8.0%	-1.1%	-7.8%

41	Cc1[nH]c2ccccc2c1CCNC(=O)c1ccc2c(c1[N+](=O)[O-])C(=O)c1ccccc1C2=O
42	CCOC(=O)c1nc(-c2ccccc2)oc1N(C)C
43	CC(C)CCNC(=S)Nc1ccc2nc3n(c(=O)c2c1)CCCCC3
44	CC(C)Oc1cccc(C(=O)C2CCCN(Cc3cccn3-c3ccccn3)C2)c1 (stereo not given)
45	COc1ccc(NC(=O)c2ccc3ccccc3n2)cc1S(=O)(=O)N1CCCCC1
46	CCC(=O)c1cc(F)c(N2CCN(S(=O)(=O)c3ccccc3)CC2)cc1C
Compound	41	42	43	44	45	46
WT yeast gro inh	1.6	6.9	-0.5	5.9	25.4	8.0
WT yeast gro inh mutant strain	-2.1	3.0	-21.4	14.5	21.9	-9.8
XIAP antagonists	1.6%	-1.9%	-4.8%	-6.8%	-6.8%	-8.5%
TNAP activation fold	1	1.1	0.9	1.1	1.1	1
human PMI inhibition	15.8%	5.7%	12.0%	-1.2%	8.3%	18.0%
M1AAP inhibition	7.3%	8.2%	7.3%	0.6%	15.1%	-0.2%
Yfh1-depleted yeast	/	i	i	i	i	i
M17LAP inhibition	3.2%	-85.6%	-9.2%	-2.3%	4.4%	-2.8%
human PMI inhibitors	53.9%*	2.4%	19.6%	-8.3%	-0.9%	13.2%
LYP inhibition	-0.5%	-6.6%	-5.6%	-1.6%	-1.2%	0.2%

Compound activity: PubChem BioAssay, several laboratories
